High-throughput results: PubChem BioAssay, NCI
NCI-60 one-dose screen, 48 h, at 10 µM unless noted. Numbers give growth in % (100 = growth as untreated, 0 = no growth, -100 = all killed).
MALME-3M = MALME-3M melanoma | hit rate 5.8% among 78,000 | AID 1794766
T-47D = T-47D breast cancer; hit rate 5% among 79,000; AID 1794792
MDA-MB-231 = MDA-MB-231 breast cancer | hit rate 5% among 81,000 | AID 1794789
BT-549 = BT-549 breast cancer; hit rate 4.4% among 78,000
HS 578T = HS 578T breast cancer; hit rate 4.1% among 78,000; AID 1794788
SK-MEL-2 = SK-MEL-2 melanoma. hit rate 4.7% among 77,000. AID 1794763
MCF7 = MCF7 breast cancer; hit rate 6.3% among 82,000
LOX IMVI = LOX IMVI melanoma. AID 1794757. hit rate 7.4% among 79,000
* marks the source's active call; other numbers are inactive results; / = no result given; & = joins results of further samples; [ ] = another dose, or the depositor's remark. How the source made its calls: active means growth percent below 10; inactive means the rest.

SMILES | MALME-3M | T-47D | MDA-MB-231 | BT-549 | HS 578T | SK-MEL-2 | MCF7 | LOX IMVI
Cc1cc(C)c2c(n1)sc1c(Nc3ccc(OCc4ccc(Cl)cc4)cc3)ncnc12 | 90 | 89 | 99 | 105 | 101 | / | 96 | 93
Cc1cc(Br)ccc1-n1cc(C#N)c(N)c1C(=O)c1ccc(F)cc1 | 103 | 100 | 105 | 93 | 101 | 105 | 97 | 96
CN(C(=O)CN1C(=O)/C(=C/c2cccs2)SC1=S)C1CCS(=O)(=O)C1 (stereo unspecified) | 103 | 88 | 113 | 106 | 116 | 101 | 97 | 94
COc1ccc(-c2[nH]c3ccccc3c2-c2ccc(OC)cc2)cc1 | 73 | 41 | 53 | 91 | 50 | 65 | 16 | 46
Cc1ncc(C(=O)Nc2ccc(CN3CCN(C)CC3)c(C(F)(F)F)c2)cc1C#Cc1cncc2ncccc12 | 0.5* | 84 | 21 | 85 | 48 | 14 | 72 | 11
CC(=O)Nc1ccc(Cc2nc3c([nH]2)c(=O)n(C)c(=O)n3C)cc1 | 92&106 | 91&90 | 96&114 | 101&99 | 105 | 113&125 | 92&99 | 105&105
FC(F)(F)c1cc(N2CCCCC2)nc(NCCCNc2ccnc3cc(Cl)ccc23)n1 | 73 | 38 | 88 | 61 | 75 | 65 | 44 | 66
C=CCSCC1Nc2cc(Cl)c(S(N)(=O)=O)cc2S(=O)(=O)N1 (stereo unspecified) | 106 | 103 | 106 | 109 | 102 | 113 | 104 | 98
O=C1CCC(N2C(=O)c3cccc(NCCCCCC(=O)N4CCN(c5ccc6nc7c(nc6c5C(F)(F)F)C(=O)c5ncccc5C7=O)CC4)c3C2=O)C(=O)N1 (stereo unspecified) | -99* | -41* | -46* | -77* | -11* | -75* | -72* | -85*
COc1ccc(-c2nc(SCCCCCC(=O)NO)[nH]c(=O)c2C#N)cc1OC | 105 | 104 | 107 | 120 | 112 | 105 | 110 | 97
CCN(Cc1ccccc1)c1ccccc1 | 97 | 91 | 95 | 102 | 101 | 106 | 90 | 95
O=C1CCCCC1CCc1ccncc1 (stereo unspecified) | 101 | 97 | 120 | / | 135 | 87 | 94 | 106
CCCCCCCC(=O)OC | 115 | 101 | 94 | 105 | 108 | 109 | 94 | 105
O=c1[nH]cccc1O | 80 | 94 | 108 | 110 | 123 | 102 | 96 | 61
COc1ccc(/C=N/N(C)C)cc1 | 119 | 114 | 114 | 107 | 92 | 107 | 93 | 104
COc1cc(CCCO)cc2c1OCO2 | 108 | 90 | 102 | 105 | 99 | 106 | 100 | 97
O=C(O)c1cccc[n+]1[O-] | 93 | 108 | 105 | 102 | 73 | 108 | 95 | 104
CCC(C)(c1ccc(O)c(C)c1)c1ccc(O)c(C)c1 | 219 | -5.5* | 85 | 192 | 95 | 94 | 111 | 104
COc1c(C(=O)Nc2ccc(C)c(Br)c2)ccc2ccccc12 | 84 | 89 | 104 | 101 | 86 | 102 | 96 | 95
CC(=O)OC1Oc2cc(C)c(C)cc2-c2oc(=O)c(-c3ccc(F)cc3)cc21 (stereo unspecified) | 65 | 52 | 78 | 89 | 60 | / | 38 | 60

The final 4 compounds of the section above are carried over, then new ones follow:
SMILES | MALME-3M | T-47D | MDA-MB-231 | BT-549 | HS 578T | SK-MEL-2 | MCF7 | LOX IMVI
O=C(O)c1cccc[n+]1[O-] | 93 | 108 | 105 | 102 | 73 | 108 | 95 | 104
CCC(C)(c1ccc(O)c(C)c1)c1ccc(O)c(C)c1 | 219 | -5.5* | 85 | 192 | 95 | 94 | 111 | 104
COc1c(C(=O)Nc2ccc(C)c(Br)c2)ccc2ccccc12 | 84 | 89 | 104 | 101 | 86 | 102 | 96 | 95
CC(=O)OC1Oc2cc(C)c(C)cc2-c2oc(=O)c(-c3ccc(F)cc3)cc21 (stereo unspecified) | 65 | 52 | 78 | 89 | 60 | / | 38 | 60
CC(=O)C1C(=O)C(=O)N(c2ccccc2)C1=O (stereo unspecified) | 105 | 97 | 92 | 115 | 94 | 119 | 103 | 97
CCn1c(O)c(N=Nc2ccc(S(N)(=O)=O)cc2)c2cc(Br)ccc21 | 115 | 94 | 104 | 116 | 111 | 98 | 93 | 94
Cc1nccc2c3ccc(OCc4cn(Cc5ccc(C#N)cc5)nn4)cc3n(CCCc3ccccc3)c12 | 89 | 81 | 91 | 65 | 83 | 92 | 61 | 84
O=C(NCCOCCOCCNc1cccc2c1C(=O)N(C1CCCNC1=O)C2=O)c1cc2c(o1)C(=O)c1ccccc1C2=O (stereo unspecified) | -95* | 15 | -2.5* | -95* | -22* | -14* | -63* | -59*
O=S(=O)(NCCO)c1ccc(OCCOc2ccc(S(=O)(=O)NCCO)cc2)cc1 | 87 | 85 | 90 | 96 | 104 | 100 | 96 | 97
Nc1ccc(Oc2ccc(Cl)cc2)c(Cl)c1 | 93 | 80 | 79 | 82 | 88 | 93 | 106 | 108
C#CCn1cc(/C=N/Nc2nc(-c3ccc(Cl)cc3)cs2)c2ccccc21 | 96 | 71 | 91 | 121 | 98 | 98 | 69 | 93
C[C@H](O[C@@H]1CC(=O)n2c3ccccc3c3c4c(c5c6ccccc6n1c5c32)C(=O)NC4=O)C(=O)O | 43 | 38 | 54 | 69 | 78 | 53 | 54 | 67
CCCCC(=O)Nc1ncc(Cc2ccc(Cl)cc2)s1 | 81 | 56 | 62 | 65 | 73 | 90 | 37 | 65
Cc1ccc2c(n1)C[C@H](C#N)CC[C@@H]2C | 98 | 106 | 93 | 95 | 103 | 108 | 88 | 98
O=c1oc2ccc(I)cc2c(=O)n1-c1ccc(Cl)cc1F | -21* | -12* | -13* | / | 5.5* | -29* | 2.8* | 13
O=C1c2ccccc2-c2c1c1ccncc1c(=O)n2CCCn1ccnc1 | 98 | 24 | 74 | 47 | 61 | 103 | 9.4* | 6.4*
COc1cccc(NC(=O)c2cccc(C3CC(=O)c4c(cc(OC)c(OC)c4OC)O3)c2)c1 (stereo unspecified) | 88 | / | 81 | 73 | 94 | 86 | 76 | 91
CC(C)=CCCC(C)CC1OCCC(C)O1 (stereo unspecified) | 101 | 90 | 101 | 94 | 98 | 99 | 93 | 91
O=C1/C(=C/c2ccc(Br)cc2)Oc2ccc(O)c(O)c21 | 87 | 81 | 78 | 73 | 94 | 100 | 51 | 40
CN(C)c1ccc(/C=C/C(=O)c2ccc3ncc(C(N)=O)c(Nc4ccc(Cl)cc4)c3c2)cc1 | / | 102 | 109 | 96 | 96 | 124 | 96 | 99
CCN(CC)C(=O)c1cc[n+](CC)cc1 | 94 | 80 | 103 | 101 | 88 | 117 | 93 | 95
C1=CC2=CC=C3C=CC=C4C(c5nc6c7ccccc7c7ccccc7c6[nH]5)=CC(=C1)C2C34 (stereo unspecified) | 117 | 60 | 77 | 97 | 94 | 123 | 77 | 86
C=CCN1C(=O)/C(=C/c2cccc(C(F)(F)F)c2)SC1=Nc1ccc(Cl)c(Cl)c1 | 93 | 94 | 85 | 99 | 104 | 94 | 53 | 96
O=Cc1c(OCc2cnnn2CC(=O)Nc2cccc3ccccc23)ccc2ccccc12 | 98 | 96 | 103 | 96 | 96 | 112 | 93 | 97
CC(=O)Nc1ccc(S(=O)(=O)Nc2ccc([N+](=O)[O-])cc2)cc1 | 94&133&97 | 102&101&91 | 120&116&94 | 95&111&101 | 107&108&85 | 122&114&89 | 107&90 | 97&102&97
C=CCOc1c(CCC)cc(C(=O)O)cc1CCC | 98 | 89 | 105 | / | 111 | 118 | 96 | 95
CC(=N\NC(=O)c1ccccc1)/C(C)=N/NC(=O)c1ccccc1 | 106 | 96 | 117 | 98 | 101 | 94 | 96 | 88
CC(=O)c1nn(-c2ccccc2)c2nc3nc(-c4cc5ccccc5o4)cc(-c4c[nH]c5ccccc45)c3c(=O)n12 | / | 85 | 79 | 90 | 99 | 98 | 71 | 94
COC(=O)c1ccc(C)cc1 | 108 | 91 | 107 | 120 | 100 | 106 | 92 | 99
Nc1ccc2c(C(F)(F)F)cc(C(F)(F)F)nc2n1 | 123 | 90 | 105 | 106 | 97 | 113 | 89 | 99
O=C(CCCSc1nc(-c2ccc(Cl)cc2)cc(-c2ccc(Cl)cc2)n1)NO | 2.4* | 25 | 15 | 32 | 54 | 21 | 2.7* | -2.2*
CCN(Cc1ccc(CN(CC)C(=O)c2sc3ccccc3c2Cl)cc1)C(=O)c1sc2ccccc2c1Cl | 78 | 78 | 85 | 82 | 89 | / | 83 | 97
C=CCn1c(SCC(=O)Nc2ccc(OC)cc2)nnc1-c1ccc(OC)cc1 | 82 | 92 | 99 | 100 | 86 | / | 96 | 105
COc1ccc2c(c1)-c1c(c3cc(OC)ccc3n(CCN(C)C)c1=O)C2=O | / | 64 | 37 | 64 | 26 | 14 | -0.3* | -68*
COc1ccc(N=Nc2c(N)nn3c(-c4ccc(F)cc4)c(-c4nc5ccccc5s4)c(N)nc23)cc1 | 92 | 93 | 92 | 97 | 100 | 103 | 89 | 100
CCOP(=O)(OCC)C1CP(=O)(c2ccccc2)CC(C)=C1Cl (stereo unspecified) | 91 | 102 | 95 | 129 | 112 | 102 | 102 | 89
Nc1nccc2c1ccn2-c1ccc(NC(=O)Nc2cccc(C(F)(F)F)c2)cc1 | 99 | 85 | 73 | 97 | / | 113 | 87 | 88
c1ccc(-c2[nH]cc3c2CCc2cncnc2-3)cc1 | 138 | 72 | 82 | 123 | 86 | 128 | 88 | 93
NNS(=O)(=O)c1ccc(Oc2ccc(S(=O)(=O)NN)cc2)cc1 | 89 | 105 | 105 | 81 | 107 | 94 | 121 | 95
O=S(=O)(Oc1ccccc1-c1ccccc1)c1ccccc1 | / | 98 | 94 | 103 | 49 | 93 | 94 | 88
O=c1scc(-c2ccc([N+](=O)[O-])cc2)s1 | 123 | 101 | 97 | 110 | 110 | 87 | 93 | 116
CCCC(N)(C(=O)O)C1CCCC1 (stereo unspecified) | 117 | 135 | 111 | 103 | 112 | 117 | 88 | 100
COC(=O)c1cc(CN(C)C)c(O)c(CN(C)C)c1 | 104 | 110 | 125 | 111 | 118 | 111 | 101 | 95
Cc1nn(-c2ccccc2)c2nc3nc[nH]c(=O)c3c(-c3ccc(Cl)cc3)c12 | 102 | 88 | 106 | 109 | 97 | 107 | 86 | 96
CCCCCC1C(C(=O)OCC)C(=O)NC1(C(=O)OCC)C(=O)OCC (stereo unspecified) | / | 106 | 93 | 109 | 110 | 106 | 106 | 89
CCOC(=O)N/N=C/c1cccc([N+](=O)[O-])c1 | 134 | 98 | 108 | 104 | / | 119 | 89 | 80
COc1cc(-c2cc(-c3cc(OC)c(OC)c(OC)c3)nc(N3CCOCC3)c2C#N)ccc1O | 107 | 69 | 97 | 84 | 95 | 116 | 78 | 101
O=C(O)c1ccc(-c2nn(-c3ccc(C(=O)O)cc3)cc2C(=O)O)cc1 | 97 | 100 | 108 | 105 | 103 | 88 | 99 | 94
COc1cc(CNC(=O)CCCC/C=C/C(C)C)ccc1OCc1cn(-c2ccc(Br)cc2)nn1 | 103 | 68 | 71 | 88 | 90 | 95 | 76 | 84
COc1ccc2c(=O)cc(-c3cccnc3)oc2c1OC | 95 | 94 | 112 | 76 | 92 | 91 | 92 | 101
COc1cc(Nc2nccc(-c3ccc(N4CCN[C@@H](C)C4)nc3)n2)cc(OC)c1OC | 65 | / | 80 | 54 | 27 | 24 | 56 | 43
Cc1[nH]n(-c2ccccc2)c(=O)c1N=Nc1ccc(S(=O)(=O)N=C(N)N)cc1 | 97 | 56 | 94 | 73 | 92 | 81 | 75 | 101
CCn1cc(C(=O)O)c(=O)c2cc(F)c(N3CCN(CC(=O)Nc4ccc(Cl)cc4)C(C)C3)c(F)c21 (stereo unspecified) | 96 | 89 | 84 | 100 | 89 | 112 | 89 | 91
CCC1(c2ccccc2)C(=O)Nc2ccccc21 (stereo unspecified) | 115 | 110 | 107 | 113 | 112 | 100 | 101 | 105
Cc1cccc(/C=C\C(=O)c2ccc(Cl)cc2)c1 | 92 | 92&94 | 116&98 | 83 | 102&112 | 100&95 | 74&52 | 92&89
CCN1C(=O)N(CC)C2C1NN=c1s/c(=C\c3cccs3)c(=O)n12 (stereo unspecified) | 49 | 61 | 7.1* | 20 | 22 | 42 | 20 | 23
NC(=O)c1ccc(NC(=O)c2oc3ccccc3c2-c2cnn(-c3ccccc3)c2)cc1 | -7.8*[50 µM] | 50[50 µM] | -68*[50 µM] | 22[50 µM] | 5.1*[50 µM] | 61[50 µM] | -1.7*[50 µM] | -23*[50 µM]
O=C(O)c1cn(C2CC2)c2cc(N3CCN(CCN4C(=O)c5ccccc5C4=O)CC3)c(F)cc2c1=O | 106 | 91 | 102 | 99 | / | 97 | 86 | 98
CN(C)CCc1c[nH]c2ccc(C[C@H]3COC(=O)N3)cc12 | 93 | 101 | 127 | 103 | 113 | / | 110 | 104
CCOC(=O)c1cn2c3c(cc(OC)cc3c1=O)C(=O)CC2 | 125 | 81 | 97 | 98 | 111 | 98 | 101 | 110
O=S(=O)(c1nc(-c2ccc(Br)cc2)oc1-c1ccc(Cl)cc1)N1CCCC(O)C1 (stereo unspecified) | 75 | 29 | 60 | 76 | 82 | 65 | 41 | 4.0*

One compound at a time, from the list above. Screens in order: MALME-3M, T-47D, MDA-MB-231, BT-549, HS 578T, SK-MEL-2, MCF7, LOX IMVI
Record of `CCOC(=O)N/N=C/c1cccc([N+](=O)[O-])c1` → 134, 98, 108, 104, /, 119, 89, 80
Record of `O=S(=O)(c1nc(-c2ccc(Br)cc2)oc1-c1ccc(Cl)cc1)N1CCCC(O)C1` (stereo unspecified) → 75, 29, 60, 76, 82, 65, 41, 4.0*
Record of `COc1cc(Nc2nccc(-c3ccc(N4CCN[C@@H](C)C4)nc3)n2)cc(OC)c1OC` → 65, /, 80, 54, 27, 24, 56, 43
